ER stress rescue – protection against thapsigargin-triggered cell killing – 384-well, CSM14.1, ATP luminescence, primary screen (AID 1222); CSM14.1 thapsigargin-induced death rescue, ATP luminescence; higher % means a stronger effect; 190,000 tested, under 10 active; one-dose cellular ATP content (survival), % at 20 µM; EC50 in µM for titrated hits;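 active = EC50 below 50 µM in the dose-response confirmation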;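 also: death triggered by thapsigargin at about 15 µM added after 2 h compound pretreatment; cell ATP read after overnight thapsigargin exposure of roughly 18 to 22 hours; normalized against plate controls of thapsigargin alone and 5% DMSO vehicle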
T cell modulator – T cell immune modulators affecting CD8 T cell-vesicle binding; 2C CD8+ T cell-vesicle binding, flow cytometry; stronger effect = lower value; hit rate 0.068% among 330,000; calls only at 7 µM;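 active = response, share of CD8 T cells binding vesicles, and their 90th percentile fluorescence all below set limits, cut at about 80% in these data, passing the limit was not always enough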
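System: murine 2C transgenic CD8+ T lymphocytes; also added: QL9-loaded Drosophila micro-vesicles; times: binding 1.5 h at 37 °C; measured by: flow cytometry, PE anti-B7-1 (FL2) versus Alexa647 anti-CD8 (FL8), PFA-fixed; control set: Peptide-free naked vesicles (low) and QL9 vesicles with 0.7% DMSO vehicle (high)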
b-catenin transl – beta-catenin nuclear translocation modulation; HeLa beta-catenin nuclear translocation, immunofluorescence imaging; nuclear translocation activity, % at 5 µM; hit rate 0.3% among 190,000;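 active = nuclear translocation activity above 50% at 5 µM, with a well cell count of 50 or more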;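 also: per-cell ratio of nuclear to cytoplasmic median beta-catenin stain intensity; plate controls were DMSO negative control for no effect and GSK-3 inhibitor IX positive control for full effect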
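assay system = human HeLa cells, endogenous beta-catenin | times = compound treatment 24 h, 37°C, 5% CO2 | detection = Anti-beta-catenin immunofluorescence on PFA-fixed, Triton-permeabilized cells, DAPI nuclei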
MT stabilizer – stabilizes microtubules in HeLa cells; HeLa tubulin immunostaining HCS, 24 h; share of cells brighter than vehicle mean+2SD; % tubulin-high responders, % at 10 µM; hit rate 0.83% among 200,000;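 active = plate Z-score above 3 for both tubulin-high and condensed-nucleus cell shares, with cell loss under 80%, at 10 µM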;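 also: anti alpha tubulin signal scored within the nucleus-defined area of each cell; some results filed as inactive read as strong as hits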
Hep lipid drop – modulators of hepatic lipid droplet formation; AML12 mouse hepatocytes, oleate lipid droplets, BODIPY imaging; inhibition, % at 6.5 µM; hit rate 0.4% among 240,000; AID 1656;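 active = lipid droplet intensity inhibited by at least 50%, with more than 500 cells counted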
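Assay system: AML12 mouse liver cells | Compound: 6.5 µM single-point dosing | Schedule: Overnight exposure | Technique: Fluorescence imaging, 20x objective, two fields per well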
PhoP inhibition – PhoP-dependent GFP reporter repression – Salmonella Typhimurium, primary screen (AID 1863). hit rate 0.16% among 300,000. S. Typhimurium PhoP-regulated promoter GFP reporter, 4 h; higher % means a stronger effect. one-dose inhibition, % at 50 µM; IC50 in µM for titrated hits;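 active = inhibition over 29.93%, a cutoff 3 SD above the screen mean, later confirmed by dose response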;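 also: 0% = low Mg2+ inducing control and 100% = high Mg2+ repressing control; strong numbers were not always called active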
Autophagy HCS – autophagy modulation, high-content screen; MEF GFP-LC3 puncta imaging; test concentration mostly 10 µM; calls only at 10 µM (by protocol); hit rate 0.98% among 190,000; AID 463193;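 active = percentage of spot-positive cells more than 3 SD above its plate mean, without a fluorescence outlier flag or 80% toxicity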;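 also: spot-positive cell cutoff set from DMSO-treated cells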
Dynein cargo inh – blocks dynein driven cargo transport along microtubules | 3617.4 mouse cells, GR-EGFP nuclear translocation imaging; test concentration mostly 20 µM; stimulated with dexamethasone, 1 µM; stronger effect = lower value | z-score, hits read low | hit rate 0.47% among 220,000;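 active = plate z-score of nuclear minus cytoplasmic receptor signal below a set negative limit, without overly bright fluorescence or cell loss, cut at about -3.5 in these data, passing the limit was not always enough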;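 also: z-score of nuclear minus cytoplasmic ring GR-EGFP intensity difference per well; some compounds called inactive have numbers as strong as hits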
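Also added: dexamethasone, 1.0 µM final. Medium: tet-free, stripped-serum medium. Detection: fixed, Hoechst-stained cells imaged at 10x for EGFP. Read-out: nuclear-to-cytoplasmic GR-EGFP distribution per well. Times: induction 48 h, compound 1 h, agonist 30 min.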
Insulin prom up – MIN6 insulin promoter up-regulation; MIN6 insulin promoter-GFP reporter, high-content imaging; stronger effect = higher value; hit rate 0.3% among 190,000; AID 1625; z-score at 5 µM;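 active = z-score above 3 at 5 µM with at least 500 cells counted in the well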
Dynein cargo inh cytoplasmic EGFP – also measured in Dynein cargo inh; calls as there; z-score; measured here: cytoplasmic GR-EGFP intensity; stronger effect = higher value
Dynein cargo inh nuclear GR-EGFP – second read-out of Dynein cargo inh, no call of its own (marks repeat the call); z-score; measured here: nuclear GR-EGFP intensity;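 lower value marks the stronger effect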
Dynein cargo inh cell count – recorded beside Dynein cargo inh, whose call it bears; z-score; measured here: cell count per field
Insulin prom up cell count – second read-out of Insulin prom up, no call of its own (marks repeat the call); cell count; measured here: cytotoxicity, nuclei count;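 total cells summed across four imaged fields per well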
Hep lipid drop cells 6.5 µM – also measured in Hep lipid drop; calls as there; cell count; measured here: cell count, cytotoxicity flag;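 cells counted across two imaged fields per well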
b-catenin transl cell count 5 µM – second read-out of b-catenin transl, no call of its own (marks repeat the call); cell count; measured here: cell count, cytotoxicity flag
T cell modulator vesicle-bound % – second read-out of T cell modulator, no call of its own (marks repeat the call); double positive events, %; measured here: CD8+ vesicle-bound cell fraction;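 binding gate set so that unloaded-vesicle control wells show 10% double positive cells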
MT stabilizer Hoechst-high % – recorded beside MT stabilizer, whose call it bears; % Hoechst-high responders; measured here: nuclear condensation Hoechst responders;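 share of cells brighter than vehicle mean plus two SD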
MT stabilizer cytotoxicity % – also measured in MT stabilizer; calls as there; toxicity, %; measured here: cytotoxicity by cell density;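 0% = mean cell density of plate MIN control wells and 100% = no cells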
Autophagy HCS cell loss 18 h – second read-out of Autophagy HCS, no call of its own (marks repeat the call); toxicity, %; measured here: cell loss, nuclei count;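 cell loss after 18 h compound exposure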
An asterisk follows results filed as active; i = inactive; / = no result given.

Results follow in this order: ER stress rescue	T cell modulator	T cell modulator vesicle-bound %	b-catenin transl	b-catenin transl cell count 5 µM	MT stabilizer	MT stabilizer Hoechst-high %	MT stabilizer cytotoxicity %	Hep lipid drop	Hep lipid drop cells 6.5 µM	PhoP inhibition	Autophagy HCS	Autophagy HCS cell loss 18 h	Dynein cargo inh	Dynein cargo inh cytoplasmic EGFP	Dynein cargo inh nuclear GR-EGFP	Dynein cargo inh cell count	Insulin prom up	Insulin prom up cell count
CCOC(=O)c1ccccc1NC(=O)c1ccccc1SC
→ -2.9%	i	7	/	/	4.1	1.3	16	3	731	-7%	i	9	1.9	0.08	1.1	-1	0.53	1175
FC(F)Sc1ccc(NC(=S)NC(c2ccccc2)c2ccccc2)cc1
→ -6.4%	i	6	-1.0	1159	3.6	1.8	11	-10	658	-1%	i	-8	-1.3	-0.21	-0.53	0.2	-2.6	1225
CN(C)c1nc(SCCOC(=O)COc2ccc(Cl)cc2Cl)nc(N(C)C)n1
→ -1.4%	i	3	-4.8	963	2.0	1.2	8.7	/	/	7%	i	0	-0.4	-0.16	-0.29	0.43	1.6	1289
Cc1cc(C)n(-c2ccc(C(=O)NCc3ccc(F)cc3)cc2)n1
→ -0.8%	i	62	-1.9	1077	6.0	3.2	7.4	-29	674	-3%	i	-4	-0.32	-0.33	0.12	-0.14	0.05	1195
COc1ccc(/C=N/NC(=O)c2ccc(N(C)S(=O)(=O)c3ccccc3)cc2)cc1
→ -2.4%	i	53	-1.0	1178	4.3	1.4	4.1	-8	722	-5%	i	19	2.5	-0.16	1.9	-1.7	0.82	1242
O=C1CC(c2ccccc2)SC(N(c2ccccc2)c2ccccc2)=N1 (stereo unspecified)
→ -0.1%	i	64	0.3	1177	2.1	3.9	6.4	21	681	-17%	i	-16	0.9	-0.037	0.57	-1.4	0.16	1618
COc1ccc(/C=C2\C(=O)c3ccccc3OC2c2ccccc2)cc1 (stereo unspecified)
→ /	i	6	0.0	1243	/	/	/	-5	740	-10%	/	/	0.035	0.066	-0.057	-2.6	/	/
Cc1nc2scc(-c3ccc(C(C)(C)C)cc3)c2c(=O)n1N
→ -0.9%	i	66	-2.6	1131	2.6	3.7	4.2	12	713	3%	i	13	-0.1	-0.25	-0.45	0.33	-0.84	1204
Cc1ccccc1Nc1ncnc2c1cnn2Cc1ccccc1
→ /	i	3	-0.1	1315	/	/	/	1	712	-12%	/	/	0.37	-0.3	0.14	0.6	-0.38	1065
CN(c1ccccc1)S(=O)(=O)c1cc(C(=O)N2CCN(c3ccccn3)CC2)ccc1Cl
→ -1.2%	i	22	-2.2	1075	2.1	1.9	7.6	-26	685	3%	i	7	-0.4	-0.061	0.1	0.6	0.31	1180
O=C1c2ccccc2C(=O)c2cc(NC(=O)C3CC3)ccc21
→ -2.9%	i	53	2.2	1127	3.3	1.1	11	16	721	2%	i	0	0.21	-0.19	0.28	0.53	-0.88	1491
CCc1ccc(NC(=O)C(C)OC(=O)c2cc(=O)[nH]c3ccc(S(=O)(=O)Nc4ccc(F)cc4)cc23)cc1 (stereo unspecified)
→ 2.2%	i	64	1.6	1550	1.5	1.8	2.1	/	/	-5%	i	25	-0.39	-0.27	0.1	-0.057	1.7	1389
CCCOC(=O)c1ccc(NC(=O)C(=O)NCC2CCCO2)cc1 (stereo unspecified)
→ 0.6%	i	51	-1.5	1038	1.4	2.0	2.0	-4	633	10%	i	9	0.49	-0.11	0.74	-1.5	0.02	1574
CC(=O)NC1(NC(C)=O)CCN(C)CC1
→ 0.7%	i	21	-1.4	1019	3.2	1.6	2.9	-1	720	-10%	i	10	-0.51	-0.13	-0.04	0.79	/	/
C#Cc1ccc([C@H]2C=C(C(=O)N3CCOCC3)O[C@@H](OCC)[C@@H]2CCCO)cc1
→ 0.8%	i	52	-0.4	1141	2.6	1.6	3.5	-1	693	-6%	i	5	-0.66	-0.28	-0.069	0.65	-1.2	1183
CCOC(=O)C1CCN(c2c(NCc3ccc(C(=O)NC4CCCC4)cc3)c(=O)c2=O)CC1
→ -0.5%	i	36	0.9	1186	5.0	2.3	6.8	/	/	-8%	i	7	2.2	0.11	1.4	-1.6	-0.21	830
CN(C)CCC(=O)N1c2ccccc2Sc2ccc(Cl)cc21
→ -1.0%	i	29	-0.4	1540	3.7	1.3	5.0	-1	580	12%	i	28	1.3	0.044	1.2	-0.83	-0.27	1424
CCCOc1ccc(NC(=O)C2CC(=O)N(C(C)C)C2)cc1 (stereo unspecified)
→ -1.0%	i	55	-1.6	1171	5.2	2.9	7.8	/	/	-4%	i	9	0.01	-0.18	0.34	-0.31	0.15	1167
CNC(=O)CN1C(=O)NC2(CCc3ccccc3C2)C1=O (stereo unspecified)
→ -0.4%	i	25	-1.2	1138	1.6	3.1	6.9	-6	652	5%	i	-13	-1.3	-0.17	-0.91	-0.094	0.19	1350
CC1(C)CC(=O)C(/C=N/n2cnc3ccccc3c2=O)=C(O)C1
→ -1.3%	i	32	-2.0	1167	4.2	2.3	5.1	7	760	-2%	i	1	3.4	0.16	2.3	-2.6	-0.82	921
O=c1[nH]nc(SCCS(=O)(=O)c2ccc(F)cc2)n1-c1ccc2c(c1)OCCO2
→ /	i	39	0.7	1112	/	/	/	-15	618	-7%	/	/	0.54	0.041	0.098	-0.033	0.28	1210
Cc1nnc(SCC(=O)N2CCOCC2)c2ccccc12
→ 3.3%	i	4	-0.3	1136	7.9	1.7	15	/	/	-3%	i	21	-0.5	-0.2	0.085	-0.036	0.41	1294
O=C(Oc1ccc(-c2cn3c(n2)SCC3)cc1)c1ccccc1
→ -1.1%	i	6	/	/	1.6	2.1	6.4	-12	683	-1%	i	-1	-0.52	-0.19	-0.21	-0.73	/	/
Cc1ccc(C)c2[nH]c(=O)c(C(c3nnnn3Cc3ccccc3)N3CCc4ccccc4C3)cc12 (stereo unspecified)
→ 2.3%	i	26	-1.8	937	2.5	1.3	7.2	-57	728	-8%	i	-1	-0.17	-0.027	0.086	-0.12	-0.86	919
Cc1cc(C)cc(C(=O)NC(=S)Nc2ccc(Cc3ccncc3)cc2)c1
→ 1.8%	i	45	-1.8	987	12*	23*	28*	11	491	8%	i	-32	-0.64	0.51	0.57	0.39	/	/
CCOC(=O)Cc1nnc(NC(=O)c2ccco2)s1
→ 3.7%	i	37	-8.7	971	4.7	2.5	3.1	/	/	-14%	i	9	1.6	-0.21	0.88	-1.5	0.59	1453
COc1ccc(NC(=O)c2cccc(OC(F)F)c2)cc1Cl
→ -3.2%	i	23	-4.1	1167	2.1	2.0	3.8	-3	694	-2%	i	5	-0.5	0.22	0.096	-0.83	1	885
O=C(c1ccc2c(c1)OCO2)N1CCCC(c2ccccc2)C1 (stereo unspecified)
→ -2.7%	i	42	-0.8	1107	3.4	2.9	5.0	/	/	-8%	i	-9	-0.12	-0.25	-0.089	0.7	-4	977
Cc1cc(C)n2nc(C(=O)OCC(=O)Nc3ccc4c(c3)OCO4)nc2n1
→ -1.3%	i	30	-3.6	936	3.1	2.4	8.6	/	/	8%	i	1	-0.71	-0.28	-0.19	0.52	0.49	1136
COC(=O)C1(C)Nc2ccccc2C(=O)N1c1ccccc1OC (stereo unspecified)
→ -2.3%	i	58	1.7	498	2.5	1.6	5.4	-1	762	6%	i	18	0.74	-0.24	1.5	-0.94	0.2	1250

Part of the list above, comma-delimited.
SMILES,ER stress rescue,T cell modulator,T cell modulator vesicle-bound %,b-catenin transl,b-catenin transl cell count 5 µM,MT stabilizer,MT stabilizer Hoechst-high %,MT stabilizer cytotoxicity %,Hep lipid drop,Hep lipid drop cells 6.5 µM,PhoP inhibition,Autophagy HCS,Autophagy HCS cell loss 18 h,Dynein cargo inh,Dynein cargo inh cytoplasmic EGFP,Dynein cargo inh nuclear GR-EGFP,Dynein cargo inh cell count,Insulin prom up,Insulin prom up cell count
Cc1cc(C)cc(C(=O)NC(=S)Nc2ccc(Cc3ccncc3)cc2)c1,1.8%,i,45,-1.8,987,12*,23*,28*,11,491,8%,i,-32,-0.64,0.51,0.57,0.39,/,/
CCOC(=O)Cc1nnc(NC(=O)c2ccco2)s1,3.7%,i,37,-8.7,971,4.7,2.5,3.1,/,/,-14%,i,9,1.6,-0.21,0.88,-1.5,0.59,1453

Source: PubChem BioAssay
